Screening data as filed in PubChem.
KDM5B inhibitor – KDM5B demethylase inhibition. KDM5B demethylase, FDH-coupled NADH fluorescence (FDH is formaldehyde dehydrogenase). Q9UGL1. Potency, µM (top dose mostly 57.7 µM), without a hit: at the top dose activity change, negative = inhibition, hits mostly inhibitors. 2.6% of 220,000 active; active means well fitted inhibition curve with a large enough effect; inconclusive means small, poorly fitted or top-dose-only effect; inactive means no such curve, though single readings can be large or run the other way; further: 0% is about no effect; nearly all actives have a fitted effect of over 70% in size
Target sequence (Q9UGL1 whole entry, looked up): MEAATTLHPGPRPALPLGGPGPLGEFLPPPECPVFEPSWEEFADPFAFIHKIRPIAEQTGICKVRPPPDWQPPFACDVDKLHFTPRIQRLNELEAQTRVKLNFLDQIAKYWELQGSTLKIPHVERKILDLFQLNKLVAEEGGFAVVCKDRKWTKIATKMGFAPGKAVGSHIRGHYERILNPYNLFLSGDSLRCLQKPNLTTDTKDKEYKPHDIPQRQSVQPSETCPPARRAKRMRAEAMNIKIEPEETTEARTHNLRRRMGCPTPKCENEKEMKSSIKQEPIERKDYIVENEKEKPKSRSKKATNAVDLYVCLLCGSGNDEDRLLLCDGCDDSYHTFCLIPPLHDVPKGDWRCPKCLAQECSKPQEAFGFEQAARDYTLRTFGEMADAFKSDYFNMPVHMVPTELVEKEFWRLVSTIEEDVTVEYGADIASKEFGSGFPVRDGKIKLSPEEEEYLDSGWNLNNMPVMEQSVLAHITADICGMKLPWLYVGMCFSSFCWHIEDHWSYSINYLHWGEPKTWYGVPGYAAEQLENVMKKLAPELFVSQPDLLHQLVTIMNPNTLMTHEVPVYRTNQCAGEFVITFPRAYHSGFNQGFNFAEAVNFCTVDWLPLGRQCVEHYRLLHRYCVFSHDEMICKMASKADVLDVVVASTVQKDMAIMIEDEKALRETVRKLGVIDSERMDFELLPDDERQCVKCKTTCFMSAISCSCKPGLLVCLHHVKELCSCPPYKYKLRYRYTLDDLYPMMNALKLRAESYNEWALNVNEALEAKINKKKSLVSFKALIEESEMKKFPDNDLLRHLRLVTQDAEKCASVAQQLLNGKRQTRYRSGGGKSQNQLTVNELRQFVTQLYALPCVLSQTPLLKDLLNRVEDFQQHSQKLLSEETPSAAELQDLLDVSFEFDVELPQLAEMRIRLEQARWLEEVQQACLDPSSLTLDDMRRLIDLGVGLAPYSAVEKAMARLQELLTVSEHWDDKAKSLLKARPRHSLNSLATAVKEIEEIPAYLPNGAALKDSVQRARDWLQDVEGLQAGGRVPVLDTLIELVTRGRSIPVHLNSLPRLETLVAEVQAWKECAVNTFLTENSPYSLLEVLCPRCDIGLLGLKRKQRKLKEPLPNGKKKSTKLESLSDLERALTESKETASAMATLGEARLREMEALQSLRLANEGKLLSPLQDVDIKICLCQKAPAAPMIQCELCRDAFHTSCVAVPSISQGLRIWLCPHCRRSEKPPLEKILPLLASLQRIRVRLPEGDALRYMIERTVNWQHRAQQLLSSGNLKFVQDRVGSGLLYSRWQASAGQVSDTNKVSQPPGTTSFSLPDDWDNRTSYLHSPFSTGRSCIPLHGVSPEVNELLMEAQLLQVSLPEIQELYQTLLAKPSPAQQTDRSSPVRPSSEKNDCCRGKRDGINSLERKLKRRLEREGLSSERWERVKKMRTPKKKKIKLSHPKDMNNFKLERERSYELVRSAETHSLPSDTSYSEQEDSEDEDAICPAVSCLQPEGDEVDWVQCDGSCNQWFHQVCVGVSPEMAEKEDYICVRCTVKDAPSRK
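KDM5BΔAP (200 nM final) in 50 mM HEPES pH 7.5, 0.01% Tween-20 was preincubated 10 min at RT with compound over a concentration range. Substrate mix (H3K4me3 12.5 µM, α-KG 25 µM, Fe²⁺, ascorbate, NAD⁺, FDH) was added, and NADH fluorescence change over 30 min gave dose-response curves.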
* hit, by the source's call; ? = inconclusive; & = joins results of further samples; [ ] = another dose, or the depositor's remark. Potency means the concentration at half of the fitted maximal effect.

KDM5B inhibitor	SMILES
42.2%[activator]	CC(=O)c1cccc(NC(=O)CC(C)n2ccnc2)c1 (stereo unspecified)
-13.2%	C=CCn1c(SCCC)nc2c1c(=O)n(C)c(=O)n2C
8.6%	CN(Cc1ccc2c(c1)OCCO2)Cc1ncc(C(C)(C)C)o1
30.6%	COc1ccc(C(=O)NCCc2ncc(C)n2CC2CC2)cn1
-21.7%	CN1CCCC2(CCN(S(=O)(=O)c3ccc(F)c(F)c3F)C2)C1=O (stereo unspecified)
-0.6%	O=C(Cc1ccc(F)cc1)N1CCC(c2nc3c(nnn3Cc3ccc(F)cc3)c(=O)[nH]2)CC1
-28.3%	COc1ccc(N2CCN(C(=O)c3ccc(CS(=O)c4cccc(C)c4)o3)CC2)cc1 (stereo unspecified)
-19.2%[86.2 µM]	CN(Cc1ccccc1)C(=O)[C@@H]1Cc2nc[nH]c2CN1Cc1ccc(C(=O)O)cc1
9.9%	Cc1ccc(NC(=O)CC2NCCN(Cc3ccccc3)C2=O)cc1 (stereo unspecified)
-26.9%	C[C@H]1[C@@H]2[C@@H](O)C([C@H](C)C(=O)NCc3ccccn3)CC[C@@]2(C)CC[C@@H]1NC(=O)c1ccccc1 (stereo partly specified)
-12.3%	COc1cccc(NC(=O)CC(C)(C(=O)O)c2ccccc2)c1 (stereo unspecified)
-1.8%	CCCc1c(NC(=O)Nc2ccc(F)cc2)cnn1-c1ccccc1
-2.1%	Cc1nc2ccc(S(=O)(=O)N(CC(=O)N3CCC(C)CC3)Cc3ccccc3)cc2s1
16.8%	COC(=O)CCNC(=O)C1CCN(c2ncnc3sc4c(c23)CCC4)CC1
-9.9%	COc1ccc(CNC(=O)C[C@@H]2[C@H](O)CCC3[C@](C)(CO)[C@H](OC(=O)NC4CCCCC4)CC[C@]32C)cc1 (stereo partly specified)
6.3%	CNC(=O)[C@@H]1CN(Cc2ccc(Cl)c(F)c2)C[C@H]1CO
-15.6%[115 µM]	O=C(N1CCN(c2ncccn2)CC1)C1(c2ccc(Cl)cc2)CCOCC1
20µM*	COC(=O)c1c(NC(C)=O)c2cc(NC3CCN(C(C)=O)CC3)cnc2n1CC1CCCO1 (stereo unspecified)
28.2%	COc1ccc(-c2csc3nc[nH]c(=O)c23)cc1OC
18.2%	CCCCCc1ccc(-c2ccc(C(=O)O)cc2)cc1
5.7%	COc1ccc(N2CCN(C(=O)c3ccc(CNS(=O)(=O)c4cc(C)ccc4C)cc3)CC2)cc1
?	COc1ccc(-c2cc(C(F)(F)F)n3nc(C(=O)Nc4sc5c(c4C#N)CCC(C)C5)cc3n2)cc1OC (stereo unspecified)
-16.2%	CCCC(=O)N1CCN(C2CCN(CCc3ccccc3)C2=O)CC1 (stereo unspecified)
-5.2%[86.2 µM]	CC1=NOC2(CCN(C(=O)c3ccc(C(F)(F)F)cc3)C2)C1 (stereo unspecified)
-16.2%	Cc1ccc(C(=O)N/N=c2\oc3ccccc3cc2C(N)=O)cc1
-9.8%	Cn1nc(C(C)(C)C)cc1-c1nn2c(-c3ccco3)nnc2s1
?	Cc1ccc2nc(CN(C)Cc3cc(=O)c4cc(C(N)=O)ccc4[nH]3)[nH]c2c1
7.8%	CCOC(=O)c1ccc(N2C(=O)Cc3cc(OC)c(OC)cc3C2c2ccc(OC)cc2)cc1 (stereo unspecified)
-9.5%	c1ccc(COc2cccc(CNCCc3c[nH]c4ccccc34)c2)cc1
-16.5%	O=C(NCc1cccnc1)c1ccc2ccccc2c1
16.6%	COc1ccc(C)cc1NC(c1nnc(-c2ccccc2)o1)c1ccc(F)cc1Cl (stereo unspecified)
31.6µM*	COc1ccccc1-c1[nH]nc2ncc(-c3ccccc3C)nc12
-11.3%	Cc1cccc(NC(=O)N2CCN(C3=Nc4ccccc4Oc4ccccc43)CC2)c1C
16.4%	O=C(CSc1ncn[nH]1)NCCc1ccc(Cl)cc1Cl
15.2%	O=C(Nc1ccccc1C(=O)NCCc1ccc(O)cc1)c1ccco1
-5.4%	Cc1cc(=O)n(CC(=O)Nc2cc(Cl)ccc2C)c(N(C)Cc2ccccc2)n1
-15.8%	Cc1cccc(CSCc2ccc(C(=O)NCCc3ccccc3)o2)c1
33.0%	COc1ccc(OC)c(CCNC(=O)CN2C(=O)CCSc3ccccc32)c1
-16.0%	CC1(c2ccccc2)N(Cc2ccccc2F)C(=O)OC12CCN(Cc1cccc(C#N)c1)CC2 (stereo unspecified)
20.4%	CC1CCN(C(=O)CCc2nnc3ccc(NCc4ccc5c(c4)OCO5)nn23)CC1
4.4%	CCc1cnc2c(c1SCC(=O)Nc1ccc(C)cc1C)c(=O)n(C)c(=O)n2C
-18.1%	CCc1ccc(NC(=O)CCCc2nc(-c3ccco3)no2)cc1
11.1%	CCCCn1c(=O)n(CC(=O)Nc2cccc(Cl)c2)c(=O)c2c1ncn2CCC(C)C
?	COc1ccc(C(=O)NCc2nnc3ccc(-c4ccc(F)cc4)nn23)c(OC)n1
6.7%	CC(C)(C)CC(=O)NCC(=O)O
-15.4%	CCOc1ccc(CNC(=O)C2Cc3ccccc3N2C(=O)CC)cc1OC (stereo unspecified)
?	COc1cc(-c2nc3c([nH]2)CCCNC3=O)ccc1O
14.5%	C=C(C)Cn1c(-n2nc(C)cc2C)nc2c1c(=O)n(C)c(=O)n2C
53.8%[activator][86.2 µM]	COc1ccc(NC(=O)c2ccc3c(c2)NC(C)(COCC2CC2)CO3)cc1OC (stereo unspecified)
?	O=C1[C@@H]2C[C@@H](CN2C2COC2)Oc2ccccc2N1Cc1ccccn1

Later entries:
KDM5B inhibitor	SMILES
17.0%	COc1ccc(-c2nc3ccccc3o2)cc1NC(=O)c1ccc(Cl)cc1
-25.3%	CN1CCCN(C(=O)C2CCCO2)c2ccccc21 (stereo unspecified)
-1.7%	Cc1ccc(Cn2c(C)c(CNC3CCCCC3)c(C(=O)O)c2C)cc1
1.5%	Cc1cc2nc3n(c(=O)c2n1CC(=O)NCc1ccc(Cl)cc1)CCCCC3
2.3%	CCOC(=O)c1n[nH]n(-c2cc(Cl)cc(Cl)c2)c1=O
-37.1%	O=C1NCCCCCN(Cc2cccnc2)[C@@H]2CN(C(=O)c3ccoc3)CC[C@@H]12
141.5%[activator]	O=C(Nc1cc(Cl)cc(Cl)c1)c1ccc(F)c(S(=O)(=O)NC2CCCC2)c1
-26.1%[86.2 µM]	O=C1[C@@H]2C[C@@H](CN2Cc2ccc3c(c2)OCO3)Oc2ccccc2N1CC1CC1
-26.8%	CC(C)(C)OC(=O)N1CCC(c2c(C(=O)Nc3ccc4c(c3)OCCO4)cnn2-c2ccc(F)cc2F)CC1
?	COc1ccc(N2CCN(C(=O)CSc3c4c(nc5ccc(Cl)cc35)CCCC4)CC2)cc1
7.4%	CC1(C(=O)NCCc2c[nH]c3ccccc23)CCCCC(=O)N1 (stereo unspecified)
35.1%	O=[N+]([O-])c1cccc(-c2nc(-c3ccccn3)no2)c1
-5.9%	COCCNC(=O)CN1C(=O)NC(c2ccccc2OC)C2=C1COC2=O (stereo unspecified)
37.3%	O=C(CCc1ccccc1)Nc1ccc([C@@H](O)[C@H]2COCC(=O)N2Cc2ccncc2)cc1
-17.7%	Cc1cc(NC(=O)c2nn(C)c(=O)c3ccccc23)ccc1Br
14.2%	COC(=O)CNC(=O)N1CCC(OC2CCN(S(C)(=O)=O)CC2)CC1
?	Cc1cccc(-c2noc([C@@H]3Cc4nc[nH]c4CN3C(=O)NC3CCCCC3)n2)c1
-3.5%	Cc1ccc(CNC(=O)c2ccc3c(c2)N(Cc2ccccc2Cl)C(=O)CS3)cc1
-2.3%[86.2 µM]	C[C@H](O)c1onc(-c2ccccc2)c1C(=O)N1CCCCC1
5.3%[86.2 µM]	CC1=C[C@@H](CNC(=O)COCC(=O)O)[C@H](C(C)C)C[C@H]1Cc1nc2ccc(C)cc2[nH]1
?	O=C(C1CCN(c2cnc3nccnc3c2)CC1)N1CCCCCC1
-10.7%	CC(C)c1ccc(NC(=O)CN2C(=O)C(c3ccccc3)=NC2(C)C)cc1
-11.9%	CNc1nc(-c2c(C)[nH]c3ccc(OC)cc23)cs1
-29.1%[11.5 µM]	O=C(CSc1nc2cc3ccccc3cc2[nH]1)Nc1cccc(C(F)(F)F)c1
-21.6%	COc1cccc(S(=O)(=O)N2CCC(Cc3nncn3C)C2)c1 (stereo unspecified)

Reprinted at random: two compounds from above, in no set order.
KDM5B inhibitor	SMILES
141.5%[activator]	O=C(Nc1cc(Cl)cc(Cl)c1)c1ccc(F)c(S(=O)(=O)NC2CCCC2)c1
-5.9%	COCCNC(=O)CN1C(=O)NC(c2ccccc2OC)C2=C1COC2=O (stereo unspecified)

Carrying on.
KDM5B inhibitor	SMILES
-16.1%	CCn1c(N2CCC(C(=O)Nc3ccc(C(C)C)cc3)CC2)cc(=O)n(C)c1=O
?	O=C(N[C@H]1C[C@H]2C(=O)NC[C@@H](CCC(=O)N3CCCCC3)N2C1)c1ccco1
-15.0%	CCCc1cc(NCCN(C)C)n2nc(C)c(-c3ccccc3)c2n1
-0.8%	C=CCSc1nnc(NC(=O)c2cc(=O)c3cc(CC)ccc3o2)s1
-9.1%	Cc1[nH]c2ccc(C(=O)OCC(=O)Nc3cccc(S(N)(=O)=O)c3)cc2c1C
-5.0%	O=[S+]([O-])(c1cccs1)N1CCCC2(CC(Cc3ccccc3)=NO2)C1 (stereo unspecified)
?	CN(C)c1cccc(Oc2nnnn2[C@H]2CO[C@H]3[C@@H]2OC[C@@H]3NC(=O)Nc2cccc3ccccc23)c1
-13.2%	COc1ccc(S(=O)(=O)Nc2nc3ccccc3nc2Nc2ccc(C(=O)O)cc2)cc1
10.0%	Cc1cc2nc(-c3ccc(Cl)cc3)cc(C(F)(F)F)n2n1
?	COc1ccc2nc(/N=C(\N)NC(=O)C(C)(C)C)nc(C)c2c1
4.8%	O=C(COc1ccccc1Cl)c1ccc(Br)cc1
-8.3%	Cc1noc(C)c1COc1ccc(C(=O)N[C@@H]2CN(C(=O)NC(C)C)CCC[C@H]2O)cc1
-28.1%	CCc1cc(=O)n(CC(=O)N2CCN(c3ccccc3OC)CC2)c(-c2ccccc2)n1
9.8%	COC(=O)c1ccc(NC(=O)CCn2cccn2)cc1
9.0%	CN(C(=O)COC(=O)Cc1n[nH]c(=O)c2ccccc12)C1(C#N)CCCCC1
8.1%	O=C(CCc1ccsc1)NC1CCN(Cc2cccc(C(F)(F)F)c2)CC1
6.4%	CN(Cc1ccc(C(=O)NCC(F)(F)F)cc1)C(=O)c1cc(C2CC2)nc2ccccc12
-10.5%	Cc1ccsc1CN(C(=O)c1oc2ccc(Br)cc2c1C)C1CCS(=O)(=O)C1 (stereo unspecified)
20.1%	COCCn1c(C)cnc1CC1CCCN(C(=O)c2ccnn2C)C1 (stereo unspecified)
?	N#C/C(=C\c1ccc([N+](=O)[O-])o1)C(=O)NC1CCCCC1
?	CCCCN(C)CCNC(=O)c1ccc(Cn2c(=O)[nH]c3cc(OC)c(OC)cc3c2=O)cc1
-16.6%&3.6%[86.2 µM]	CNC(=O)C1CCN(C(=O)C2CN(c3ccc(OC)cc3)C(=O)N2)C1 (stereo unspecified)
6.4%	COc1ccc(Cc2nnc(SC(C)c3nc4ccccc4c(=O)[nH]3)n2N)cc1 (stereo unspecified)
-10.6%	CCOC(=O)CCNC(=O)N1CCC(Cc2noc(-c3ccncc3)n2)C1 (stereo unspecified)
-27.7%	O=S(=O)(Nc1ccc(F)cc1F)c1ccc(-n2cccn2)cc1
17.8%	O=C(NCC1OCCc2ccccc21)c1ccc(Cl)cc1 (stereo unspecified)
14.0%	O=C(NC1CCCC1)C1CCCN(C(=O)c2ccc3cc[nH]c3c2)C1 (stereo unspecified)
-38.1%	CC(=O)Nc1ccc(S(=O)(=O)Nc2nc3ccccc3nc2Nc2cccc(Cl)c2)cc1
5.7%	O=C(NCCC1CCN(C(=O)Nc2ccccc2F)CC1)C1CC1
14.0%	Cc1cc(CNC(=O)c2cc(COc3ccc(F)c(F)c3)on2)nn1C
3.1%	COC(=O)c1cc(-c2cccc(Cl)c2)nc2onc(C)c12
?	O=C(Nc1ccc(F)cc1)c1ccc2c(c1)OCCN(c1ccccc1)C2
-23.0%	O=C(O)c1cccc(Nc2nc3ccccc3nc2NS(=O)(=O)c2ccccc2)c1
-8.3%	CCc1ccccc1NC(=O)Cn1c(=O)c(-c2noc(C)n2)c2n(c1=O)CCCC2
-21.3%	CC1=C(c2ccccc2)[N+](=O)C(C)(c2ccc(Cl)cc2)N1[O-] (stereo unspecified)
-2.0%	COc1ccc(CNC(=O)c2ccc(Cn3c(=O)c4cccn4c4cccnc43)cc2)cc1OC
16.0%	CN(C)C1(CNC(=O)c2n[nH]c(=O)c3ccccc23)CCCCCC1
-3.9%	COc1ccc(-c2noc(-c3nnn4c3COC(c3ccc(F)cc3)C4)n2)cc1F (stereo unspecified)
?	CC(=O)Nc1ccc(CNC2(Cc3cc(CN4CCOCC4)on3)COC2)cc1

A draw from above in order of SMILES length, lowest first.
KDM5B inhibitor	SMILES
-16.2%	Cc1ccc(C(=O)N/N=c2\oc3ccccc3cc2C(N)=O)cc1
-15.4%	CCOc1ccc(CNC(=O)C2Cc3ccccc3N2C(=O)CC)cc1OC (stereo unspecified)
14.0%	Cc1cc(CNC(=O)c2cc(COc3ccc(F)c(F)c3)on2)nn1C
?	O=C(Nc1ccc(F)cc1)c1ccc2c(c1)OCCN(c1ccccc1)C2
-26.9%	C[C@H]1[C@@H]2[C@@H](O)C([C@H](C)C(=O)NCc3ccccn3)CC[C@@]2(C)CC[C@@H]1NC(=O)c1ccccc1 (stereo partly specified)

A portion of the library; count on the stated rates, not on these rows.
